Compound activity deposited in PubChem BioAssay by NCI.
NCI-60 one-dose screen, 48 h, at 10 µM unless noted. Numbers give growth in % (100 = growth as untreated, 0 = no growth, -100 = all killed).
HCT-15 = HCT-15 colon cancer. actives 5.2% (n = 82,000)
HT29 = HT29 colon cancer. actives 7.4% (n = 81,000)
SNB-19 = SNB-19 CNS cancer cells; AID 1794751; actives 2.5% (n = 81,000)
HCC-2998 = HCC-2998 colon cancer; actives 4.7% (n = 79,000)
SW-620 = SW-620 colon cancer; actives 5.2% (n = 82,000)
HCT-116 = HCT-116 colon cancer; AID 1794798; actives 7.3% (n = 82,000)
SNB-75 = SNB-75 CNS cancer; actives 5% (n = 79,000); AID 1794750
COLO 205 = COLO 205 colon cancer; actives 7.3% (n = 79,000); AID 1794742
KM12 = KM12 colon cancer cells; actives 5% (n = 82,000)
* marks the source's active call; other numbers are inactive results; / = no result given; & = joins results of further samples. How the source made its calls: active means growth percent below 10; inactive means the rest.

SMILES	HCT-15	HT29	SNB-19	HCC-2998	SW-620	HCT-116	SNB-75	COLO 205	KM12
COc1cccc(NC(=O)OC(C)C)c1	96	105	116	97	97	101	97	103	103
CCC(c1ccc(OC)cc1)C(CC)c1ccc(C(O)CN2CCCCC2)cc1 (centres undefined)	63	30	90	82	80	68	89	77	84
COc1ccc(C2CC(c3ccccc3)=NN2C(=O)c2ccc(S(C)(=O)=O)cc2)cc1 (centres undefined)	96	97	106	114	103	92	88	106	98
CCN(CC)c1ccc(C=O)c(OCc2cn(CC(=O)Nc3ccccc3Br)nn2)c1	91	113	100	109	108	100	110	124	101
OC[C@H]1O[C@](O)(CO)[C@@H](O)[C@@H]1O	111	102	113	104	112	105	105	110	102
CCCN(CCOC(=O)c1ccc([N+](=O)[O-])cc1)CCOC(=O)c1ccc([N+](=O)[O-])cc1	94	99	101	98	104	103	86	110	113
CN1CCN(c2ccc(Nc3nc(NCCNC(=O)c4ccc(C(F)(F)F)cc4)c4sccc4n3)cc2)CC1	-43*	-67*	31	-23*	4.7*	15	-11*	-88*	31
Ic1c(I)c(I)c(I)c(I)c1I	107	106	103	115	106	103	93	120	108
COc1ccc(NC(=O)C2=C(C)NC(=S)NC2c2cc(OC)c(OC)c(OC)c2)cc1 (centres undefined)	100	103	103	106	101	107	77	118	114
CCC(O)CC(CC)CO (centres undefined)	104	113	114	109	110	100	/	117	128
COc1cc(NC(=O)c2cccc(-c3cc(=O)c4c(OC)c(OC)c(OC)cc4o3)c2)cc(OC)c1OC	41	31	56	74	67	49	75	44	46
CCOC(=O)C(F)C(=O)OCC	86	64	/	115	102	53	137	47	102
N#Cc1c(NC(=O)c2ccc(C(O)(C(F)(F)F)C(F)(F)F)cc2)sc2c1CCC(=O)C2	-69*	-34*	-16*	-96*	-53*	-78*	17	-89*	-54*
COC(=O)c1ccc(CSc2ccccc2NC(=S)Nc2cccc(SC)c2)o1	92	115	108	106	103	95	97	109	75
CC(=O)CC(=O)Nc1cccc2ccccc12	101	103	101	103	107	105	86	123	106
CN(C)c1ccc(C(=O)C(NCCO)c2ccccc2)cc1 (centres undefined)	96	89	100	95	107	81	93	95	104
Cc1cc(C)cc(C(=O)c2cc(Cl)ccc2OCCn2c(=O)ccn(CCOc3ccccc3)c2=O)c1	63	67	70	77	84	53	58	67	66
NC(=O)N1CCOCC1	106	92	101	112	112	106	66	113	108
COc1ccc2c(c1)NC(=O)CC2c1cc(OC)c2c(c1OC)OCO2 (centres undefined)	85	85	91	90	79	80	/	97	59
CCOC(=O)c1c(NCC(=O)Nc2ccccc2)sc(C(C)=O)c1C	96	101	103	108	111	92	84	117	97
Nc1cc(-c2c[nH]c3ccccc23)nc2cc(-c3c[nH]c4ccccc34)nn12	6.3*	9.6*	86	21	-25*	31	83	49	10
CCCCCN(CCCCC)CC(O)c1cc(C)c2ccc3cc(C(C)C)ccc3c2c1 (centres undefined)	-86*	-44*	7.5*	-51*	-75*	-85*	76	-15*	-65*
COc1cc(-c2nn(-c3ccccc3)cc2-c2ccnc(NCCNS(=O)(=O)c3ccc(Cl)cc3)n2)ccc1Cl	30	11	50	34	51	14	49	17	21
Nc1sc2c(c1-c1nnc(-c3ccccc3)o1)CCCC2	101	90	96	107	98	91	90	106	89
O=C(/C=C/c1ccc2ccccc2c1)Nc1ncc(Cc2ccccc2Cl)s1	79	103	90	101	103	84	85	116	96
O=C(O)CN(CC(=O)O)C1CCCCC1N(CC(=O)O)CC(=O)O (centres undefined)	102	102	96	90	93	92	91	/	105
CN1CCN(NC(=O)NS(=O)(=O)c2ccc(Cl)cc2)CC1	106	98	99	100	100	107	97	121	105
CC(C)(C)c1ccc2c(c1)C(=O)N(NC(=O)c1ccc(S(N)(=O)=O)cc1)C2=O	106	104	102	107	101	102	76	110	104
N#CC12C(=O)N=C(N)C1(C#N)C2C(=O)c1ccccc1 (centres undefined)	108	103	102	102	104	102	97	127	114
Brc1ccc(-c2cc(-c3cn(-c4ccccc4)nc3-c3ccc(OCc4ccccc4)cc3)on2)cc1	82	90	90	97	90	60	92	80	75

Look-ups from the results shown.
HCT-15, Nc1sc2c(c1-c1nnc(-c3ccccc3)o1)CCCC2 → 101
HT29, CN1CCN(NC(=O)NS(=O)(=O)c2ccc(Cl)cc2)CC1 → 98
SNB-19, O=C(O)CN(CC(=O)O)C1CCCCC1N(CC(=O)O)CC(=O)O (centres undefined) → 96

(further entries)
SMILES	HCT-15	HT29	SNB-19	HCC-2998	SW-620	HCT-116	SNB-75	COLO 205	KM12
N#C/C(=C/c1cc([N+](=O)[O-])c(O)c([N+](=O)[O-])c1)C(N)=O	105	100	106	91	108	101	88	115	98
O=c1c(Cc2ccc(F)cc2)cc(-c2ccccc2)nn1C/C(=N/O)c1ccccc1	44	20	58	61	59	35	58	48	35
CCOC(=O)c1nnn(CC(N)=O)c1C	104	94	108	99	101	85	106	110	105
Fc1ccc(Nc2nc(NCCNc3ccnc4cc(Cl)ccc34)nc(N3CCOCC3)n2)cc1	10	-45*	87	-51*	47	37	/	-86*	79
O=C1c2ccccc2C(=O)c2cc(Cn3cc[n+](Cc4ccc5ccccc5c4)c3)ccc21	98	73	79	79	84	84	63	59	78
NS(=O)(=O)c1ccc(N=Nc2ccc(-c3nn4cc(-c5ccccc5)nc4s3)cc2)cc1	99	99	108	104	96	89	86	100	96
COc1cccc(-c2nc3occn3c2-c2ccnc(NCCNS(=O)(=O)c3ccc(Cl)cc3)n2)c1	90	58	100	133	127	97	109	66	95
C=CCC(=O)N[C@@H](/C=C/C(=O)OCC)Cc1ccc(-c2cc(Cl)cc(Cl)c2)cc1	64	56	90	93	71	45	81	63	71
Cc1nc(N)nc(SCc2ccc([N+](=O)[O-])cc2)c1Br	92	87	98	101	97	98	102	124	95
Nn1c(Nc2ccc(S(=O)(=O)Nc3ncccn3)cc2)nnc(/C=C/c2c(O)ccc3ccccc23)c1=O	91	105	97	114	94	90	92	103	83
Cn1cc(NC(=O)c2cc(NC(=O)c3cc(NC=O)cn3C)cn2C)cc1C(=O)NCCC(=N)N	105	112	110	/	107	89	86	125	106
N[C@@H](Cc1ccccc1)[C@@H](O)C(=O)NCCN1CCOCC1	98	106	93	104	108	101	/	121	99
O=C(CSc1nnc(-c2cccs2)n1-c1ccccc1)Nc1ccc(C(=O)O)cc1	99	105	100	104	110	106	105	119	105
O=C(O)c1ccccc1[I+]c1ccccc1	100	89	109	95	105	109	96	108	101
COC(=O)c1ccc[n+](CCc2ccccc2)c1	104	96	100	98	103	90	97	106	105
O=c1oc(-c2ccc(Cl)cc2)nc2c(-c3ccc(Cl)cc3)nc3ccccc3c12	100	124	87	122	98	84	95	101	93
C=C(C)C[C@@]1(C(=O)OC)C(=O)[C@H](C)CC2[C@@]3(C)CC[C@H](O)C(C)(C)C3CC[C@]21C (some centres undefined)	103	93	96	100	101	121	93	109	96
COc1cc(NCCCCN)c2ncccc2c1	103	103	103	104	106	104	105	110	103
CC(CCC(=O)O)C1CCC2C3CC(=O)C4CC(=O)CCC4(C)C3CCC12C (centres undefined)	96	91	97	115	107	106	103	/	104
CNS(=O)(=O)c1ncnc2nc[nH]c12	112	107	/	129	100	110	98	115	115
CCC1(c2ccccc2)NC(=O)N(CC(=O)NCC(=O)Nc2ccc(Br)cc2C)C1=O (centres undefined)	101	105	93	104	115	90	82	/	106
c1ccc2c(C3OCC4(CCCCC4)CO3)cccc2c1	106	94	93	98	96	88	90	101	106
O=C(O)CCC(=O)c1ccc(C2CCCCCC2)cc1	105	92	93	108	107	98	96	104	105
CCC(C)C(NC(=O)c1ccccc1)C(=O)O (centres undefined)	99	/	105	103	107	113	93	108	111
Cc1c2c(c(C)c3c1oc1ccc(O)cc13)C(=O)N(Cc1ccccc1)C2=O	86	106	95	119	104	85	96	104	90
Clc1ccc(-c2nc(Br)cn3ccnc23)cc1	86	88	83	104	92	78	91	95	87
CC1=NN(C)C(=O)C1C(=O)c1nnn(-c2ccccc2)c1C (centres undefined)	98	106	103	100	92	100	92	109	100
CCCCOc1nc2c(C)cccc2cc1C1CNC(=O)c2ccccc2N1 (centres undefined)	43	61	47	101	42	46	57	91	56
CC(C)Cn1cnc2c(N)nc3ccccc3c21	100&103&106	91&96&92	91&96&109	107&99&113	106&110&106	93&92&97	82&86	102&101&105	104&98&103
CN1CCc2cc(O)c(O)cc2C1Cc1ccc(O)c(O)c1 (centres undefined)	109	108	112	122	106	122	99	104	113

Single records, as listed above. Order of values: HCT-15	HT29	SNB-19	HCC-2998	SW-620	HCT-116	SNB-75	COLO 205	KM12
`Clc1ccc(-c2nc(Br)cn3ccnc23)cc1` is listed as 86	88	83	104	92	78	91	95	87
`CCCCOc1nc2c(C)cccc2cc1C1CNC(=O)c2ccccc2N1` (centres undefined) is listed as 43	61	47	101	42	46	57	91	56
`O=C(O)CCC(=O)c1ccc(C2CCCCCC2)cc1` is listed as 105	92	93	108	107	98	96	104	105
`CN1CCc2cc(O)c(O)cc2C1Cc1ccc(O)c(O)c1` (centres undefined) is listed as 109	108	112	122	106	122	99	104	113
`CC1=NN(C)C(=O)C1C(=O)c1nnn(-c2ccccc2)c1C` (centres undefined) is listed as 98	106	103	100	92	100	92	109	100

Continued:
SMILES	HCT-15	HT29	SNB-19	HCC-2998	SW-620	HCT-116	SNB-75	COLO 205	KM12
Nc1nc(N)c(-c2ccccn2)c(CCCO)n1	104	107	101	107	104	99	90	108	111
N#CC1(C#N)C(C#Cc2ccccc2)OC23CCCCC2C1(C#N)C(=N)O3 (centres undefined)	101	93	104	99	93	90	94	122	100
Cc1nn(-c2ccc(F)cc2)c2ncnc(Nc3ccc(NC(=O)Nc4cccc(C(F)(F)F)c4)cc3)c12	61	72	84	85	79	72	63	67	48
Cc1[nH]nc2c1C(c1cc3c(cc1[N+](=O)[O-])OCO3)C(C#N)=C(N)O2 (centres undefined)	102	116	98	116	108	99	86	122	100
COc1ccc(Nc2nn3c(SCC(=O)c4ccc(C)cc4)nnc3s2)cc1	105	105	99	111	98	106	96	92	97
NS(=O)(=O)c1ccc(CN2C(=O)c3ccc(C(=O)O)cc3C2=O)cc1	100	96	95	99	105	99	98	110	105
COc1ccc2c(c1)C(N1CCCC1=O)CCN2Cc1ccc2c(c1)OCO2 (centres undefined)	102	89	97	98	117	96	100	103	102
CC1CCC(C(C)(C)C)C(O)C1 (centres undefined)	97	102	109	97	107	102	86	109	102
Cn1c(/C=C(\C#N)c2ccc([N+](=O)[O-])cc2)nc2c(N3CCOCC3)nc(Cl)nc21	97	107	93	101	96	104	85	/	106
CCCc1cc2cc(-n3nc(C)c4c3CC(C)(C)CC4=O)cc(NC3CCSCC3)c2c(=O)[nH]1	41	9.2*	72	47	32	20	102	42	42
O=C1OC(=O)C2C3C=CC(C3=C(c3ccccc3)c3ccccc3)C12 (centres undefined)	109	111	97	93	109	100	102	122	109
Cc1ccc(S(=O)(=O)N(c2ccc(Cl)cc2)c2ccccc2C(=O)O)cc1	96	109	102	118	104	89	97	111	103
COC1C(O)CC(OC2CC(OC3CC(O[C@@H]4C(=O)c5c(cc6cc(OC7CC(OC8CC(O)C(O)C(C)O8)C(O)C(C)O7)c(C)c(O)c6c5O)CC4[C@H](OC)C(=O)O)OC(C)C3O)OC(C)C2O)OC1C (some centres undefined)	49	20	21	39	32	15	-23*	15	23
COc1ccc(/C=C/C(=O)c2ccc(NC(=O)c3ccccc3OC(C)=O)cc2)cc1	107	114	99	114	111	104	107	120	111
CCN1CN2C(=S)NC3C2N(C1)C(=S)N3C (centres undefined)	101	104	101	108	100	101	79	120	104
Oc1ccccc1NC(=S)Nc1ccccc1O	100	102	/	91	108	102	74	104	102
CCOC(=O)C(=CNc1ccccc1-n1cccc1)C(=O)OCC	89	105	96	108	114	103	77	105	116
CC(O)CCC(C)O (centres undefined)	97	107	106	104	103	100	92	110	110
N#CCCN=Nc1c(O)[nH]c2ccc([N+](=O)[O-])cc12	102	101	100	111	100	97	71	109	101
Cc1c(C(=O)NCCCCNC(=O)c2c(C)n(C)c3scc[n+]23)[n+]2ccsc2n1C	104	108	103	103	98	95	110	92	98
O=C(Cn1cc(COc2ncnc3c2cnn3-c2ccccc2)nn1)Nc1ccccc1F	97	107	96	96	95	92	87	107	102
O=c1c2c3c(sc2nc(N/N=C/c2cn(-c4ccccc4)nc2-c2ccc(Cl)cc2)n1Cc1ccccc1)CCCC3	114	110	107	/	107	90	102	109	103
N#CC(CC(=O)c1ccccc1)c1ccccc1 (centres undefined)	100&101	98&108	92&102	107&115	103	93&93	88&90	111&103	98&102
Cc1[nH]c(C2CC(c3cccs3)=NN2C(=O)C2CCC2)c(C)c1C(=O)NCC(F)(F)F (centres undefined)	72	105	93	110	98	97	98	105	104
Cc1nc2cncc(C#Cc3cncc(C(=O)Nc4ccc(CN5CCN(C)CC5)c(C(F)(F)F)c4)c3)c2nc1C	8.3*	3.9*	50	31	1.4*	5.4*	/	-12*	3.1*
C#CCOc1ccc2nc(CCl)c(Cl)c(Nc3cccc(C(F)(F)F)c3)c2c1	36	76	98	98	66	64	71	80	94
Cc1ccc(NC(=O)c2sc3nc(C)c(Br)c(C)c3c2N)cc1	93	87	66	92	78	73	21	85	75
NCCCNc1nc2sc3c(c2c(=O)[nH]1)CCCC3	90	86	94	83	102	87	70	78	92
Cc1ccc2c(OCC(=O)N/N=C/c3ccc(N(C)C)cc3)cc(=O)[nH]c2c1	99	105	97	110	101	103	92	109	101
COc1ccc2[nH]c(O)c(N=NC(=O)c3ccc(S(N)(=O)=O)cc3)c2c1	99	109	105	97	98	100	95	116	100
